# Bioassay records: PubChem BioAssay, several laboratories
# Mcl1 Noxa PPI: Mcl-1/Noxa interaction inhibition; TR-FRET Mcl-1/Noxa peptide binding, 2 h; inhibition, % at 21.7 µM; Q07820; 220,000 compounds, 1.5% hits;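 active = compounds that cut the protein-peptide binding signal by more than 50% relative to plate controls in a single-dose test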;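 also: His-tagged Mcl-1 with rhodamine Noxa BH3 peptide and terbium anti-His antibody; 0% = Mcl-1 plus Noxa peptide wells and 100% = peptide-only wells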
# Target sequence (Q07820 whole entry, looked up): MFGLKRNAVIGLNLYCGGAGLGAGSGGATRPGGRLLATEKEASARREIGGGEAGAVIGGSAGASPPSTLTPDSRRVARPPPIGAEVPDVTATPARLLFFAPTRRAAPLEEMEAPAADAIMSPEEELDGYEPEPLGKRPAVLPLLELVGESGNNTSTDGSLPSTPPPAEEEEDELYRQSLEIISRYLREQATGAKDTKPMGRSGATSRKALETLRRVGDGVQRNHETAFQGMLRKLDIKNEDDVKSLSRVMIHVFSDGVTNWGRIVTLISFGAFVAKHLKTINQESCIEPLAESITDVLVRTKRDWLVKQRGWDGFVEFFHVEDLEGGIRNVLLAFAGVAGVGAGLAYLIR
# HRas wt GTP bind: modulators of GTP binding to human HRas wildtype; GST-Ras wt beads, Bodipy-FL-GTP binding, flow cytometry; actives lie on both sides; 190,000 compounds, 0.14% hits; P01112; GTP binding activity, % at 10 µM;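 active = GTP binding activity at least 20% away from the 100% baseline, either lowered as inhibitor or raised as activator; inconclusive = flagged as likely green fluorescent, judged across all proteins in the well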;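 also: 0% = unlabeled GTP competition control and 100% = no-compound control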
# Target sequence (P01112 whole entry, looked up): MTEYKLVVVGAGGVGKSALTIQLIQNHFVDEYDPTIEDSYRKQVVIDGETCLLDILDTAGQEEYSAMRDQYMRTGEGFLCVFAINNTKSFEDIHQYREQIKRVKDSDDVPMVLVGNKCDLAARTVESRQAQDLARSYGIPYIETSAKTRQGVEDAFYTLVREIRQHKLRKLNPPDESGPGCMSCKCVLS
# Cdc42 wt GTP: human Cdc42 wildtype GTP binding change, either direction; P60953; GST-Cdc42 beads, Bodipy-GTP binding, flow cytometry; actives lie on both sides; percent activity (GTP binding), % at 10 µM; 190,000 compounds, 0.2% hits; AID 761;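 active = percent activity GTP binding at least 20 points away from the 100% baseline, either down as inhibitor or up as activator; inconclusive = compound flagged as likely green fluorescent from well-wide comparison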;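 also: median bead fluorescence of bound Bodipy-FL-GTP at 100 nM; 0% = excess unlabeled GTP control and 100% = no compound control; below 100% means less GTP binding so inhibitor and above means activator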
# Target sequence (P60953 whole entry, looked up): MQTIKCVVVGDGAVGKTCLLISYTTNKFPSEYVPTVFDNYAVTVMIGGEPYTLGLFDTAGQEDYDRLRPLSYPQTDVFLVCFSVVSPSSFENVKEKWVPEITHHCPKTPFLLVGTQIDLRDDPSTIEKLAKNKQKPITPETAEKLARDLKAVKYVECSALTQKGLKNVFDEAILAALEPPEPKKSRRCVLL
# Rac1 wt GTP bind: modulators of human Rac1 wildtype GTP binding | P63000 | GST-Rac1 beads, fluorescent GTP binding, flow cytometry; actives lie on both sides; 0 = cold GTP competed, 100 = untreated | GTP binding activity (% of control), % at 10 µM | 190,000 compounds, 0.27% hits | AID 757;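 active = GTP binding activity at least 20 points away from the 100% control level, either lower or higher; inconclusive = compound flagged as likely green fluorescent, judged across all proteins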
# Avidin fluor: avidin bead compound fluorescence profile; fluorescence (KMESF) at 10 µM; 220,000 compounds, 0.38% hits; Avidin beads, compound fluorescence 488/530 nm, flow cytometry; active compounds read high; in the data active = fluorescence above about 47; also: inactives centre near 10
# GSH fluor: GSH bead compound fluorescence profile | AID 1776 | GSH beads flow cytometry, compound fluorescence 488/530 nm; active compounds read high | fluorescence (KMESF) at 10 µM | 190,000 compounds, 0.25% hits; in the data active = fluorescence above about 89;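 also: glutathione beads carrying GST-tagged Bcl family fusion proteins plus one bare bead set; values are compound well signal with DMSO vehicle wells as background; inactives centre near 16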
# Rab7 wt GTP bind: alters GTP binding to wildtype dog Rab7. 190,000 compounds, 0.055% hits. GTP binding activity (percent of control), % at 10 µM. GST-Rab7 beads, fluorescent GTP binding, flow cytometry; actives lie on both sides; untreated = 100%, excess cold GTP = 0%;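 active = fluorescent GTP binding to Rab7 beads changed by at least 20 points from the 100% baseline, either direction, mostly lower; inconclusive = compound itself probably fluorescent, or too few beads counted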;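 also: median green fluorescence of bound Bodipy-FL-GTP per Rab7 bead population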
# Pf gamet viab: P. falciparum stage V gametocyte viability inhibition. inhibition, % at 10.9 µM. 150,000 compounds, 0.065% hits. P. falciparum stage V gametocytes, ATP luminescence, 24 h;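 active = inhibition above the mean plus 3 SD of compounds within the control limits, set per campaign, cut at about 38% in these data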;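 also: 0% = DMSO wells and 100% = medium only without gametocytes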
# Rab2 wt GTP: changes GTP binding to wildtype dog Rab2A, up or down. P61105. GST-Rab2 wt beads, Bodipy-GTP binding, flow cytometry. 190,000 compounds, 0.19% hits. AID 760. GTP binding activity, % at 10 µM;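 active = GTP binding activity at least 20 points away from 100%, either lowered or raised; inconclusive = signal likely due to the compound's own green fluorescence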;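 also: 0% = beads with excess unlabeled GTP and 100% = no-compound control corrected for plate trend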
# Rac1 act GTP bind: modulators of GTP binding to human Rac1 activated mutant; P63000; GST-Rac1 activated beads, fluorescent GTP binding, flow cytometry; actives lie on both sides; 100% means binding = to untreated wells; percent activity (GTP binding), % at 10 µM; 190,000 compounds, 0.11% hits;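 active = GTP binding at least 20 percentage points away from the 100% baseline, in either direction, so actives lie on both sides; inconclusive = Compound likely fluorescent itself, or too few beads counted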
# Mcl1 Bid PPI: Mcl-1/Bid interaction inhibition | inhibition, % at 21.7 µM | Q07820 | TR-FRET Mcl-1/Bid-Dy647 peptide binding, 1536-well | 220,000 compounds, 0.97% hits | AID 1021;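 active = compounds that cut the binding signal by more than half at the single screening dose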;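 also: His-tagged Mcl-1 with europium anti-His antibody binding Bid BH3 peptide; 0% = Mcl-1 plus peptide wells and 100% = peptide-only wells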
# * marks the source's active call; other numbers are inactive results; ? = inconclusive; . = no result given.
Compound,Mcl1 Noxa PPI,HRas wt GTP bind,Cdc42 wt GTP,Rac1 wt GTP bind,Avidin fluor,GSH fluor,Rab7 wt GTP bind,Pf gamet viab,Rab2 wt GTP,Rac1 act GTP bind,Mcl1 Bid PPI
CCN=C1SC(CC(=O)Nc2sc3c(c2C#N)CCCC3)C(=O)N1CC (stereo not given),-11,98,98,100,9,8,99,.,98,98,-29
NC(=O)CSc1nnc(-c2ccc(S(=O)(=O)N3CCOCC3)cc2)n1CC1CCCO1 (stereo not given),10,101,102,104,11,12,99,.,99,98,-28
CCOC(=O)C1=C(CSCc2ccccc2)NC(=O)NC1c1cc(C)ccc1C (stereo not given),-5,100,99,98,7,17,97,4,99,97,-7
Cc1ccc(NC(=S)N=Nc2c(O)n(C)c3ccc(S(=O)(=O)N4CCOCC4)cc23)cc1C,-59,100,99,104,8,23,105,.,101,98,-58
Clc1ccccc1CSc1nncn1NC/C=C/c1ccccc1,21,102,100,103,12,18,101,-46,99,100,5
COCCOC(=O)C1=C(C)Nc2ncnn2C1c1ccc(F)cc1 (stereo not given),.,95,97,90,12,36,95,2,94,92,0
Cc1ccccc1NC1=C(Cl)C(=O)OC1OC(=O)c1ccco1 (stereo not given),26,99,94,97,12,11,102,8,97,95,14
CC1SC(c2ccccc2Cl)NC1=O (stereo not given),6,104,102,105,27,23,100,.,101,99,-10
O=C(Nc1ccccc1Cl)N(Cc1nc2ccccc2c(=O)[nH]1)Cc1cccs1,6,98,96,103,16,10,98,1,96,100,0
Cc1nnc(NC(=O)c2csc3c2CCC(C)C3)s1 (stereo not given),-6,98,91,95,4,13,101,-10,100,94,11
O=C(Nc1sc2c(c1C(=O)NCC1CCCO1)CCCC2)c1cccs1 (stereo not given),13,99,98,100,5,61,99,-13,98,96,-21
CCN(CC)CCN1C(=O)C(=O)/C(=C(/O)c2ccncc2)C1c1ccccc1 (stereo not given),38,100,102,102,15,21,100,22,100,99,-53
NC(=O)NC(=O)CC1S/C(=N/N=C/c2ccccc2)NC1=O (stereo not given),5,100,99,100,9,25,101,.,100,98,-12
COc1ccc(OC)c(NC(=O)CSc2ncccn2)c1,24,99,98,99,13,47,95,6,96,94,-46
CCOC(=O)Cc1c(C)nc2c(-c3ccc(Cl)cc3)c[nH]n2c1=O,-43,96,94,98,10,12,97,.,96,95,-63
COc1ccc(N(C(=O)Cn2nnc(-c3ccc(Cl)cc3)n2)C(C(=O)NCC2CCCO2)c2ccncc2)cc1 (stereo not given),13,99,96,99,8,12,96,-1,97,95,-20
Cc1ccc(N(CCC(=O)Nc2nnc(C3CC3)s2)S(=O)(=O)c2ccccc2)cc1,4,100,100,103,13,7,101,8,98,98,-28
CCC(=O)Nc1cccc(C(=O)/C=C/c2cccs2)c1,-3,96,97,100,16,13,97,-2,95,96,8
COC(=O)c1ccccc1S(=O)(=O)N1Cc2cc([N+](=O)[O-])ccc2Oc2ccccc21,5,101,104,104,6,48,102,.,102,100,3
Cn1c(CCc2ccccc2)nnc1SCC(=O)N1CCCC1,-14,99,101,100,9,28,97,-7,98,98,-10
CSc1nc(N)c(C#N)c(-c2ccccc2Cl)c1C#N,3,?,?,?,8,29,?,.,?,?,15
Cc1nnc(NC(=O)CCC(=O)N2CCC(C)CC2)s1,-4,101,103,105,31,19,100,7,102,99,-13
N#C/C(=C/c1ccc(OCc2ccc(C(=O)O)cc2)c(Br)c1)c1cccc(F)c1,74*,92,89,87,13,18,89,-11,93,92,-43
Cc1occc1C(=O)NNC(=S)NCc1ccc(Cl)cc1,13,91,89,86,13,10,91,.,91,89,-28
Cc1ccc(NC(=O)Cc2nnc(SCC(=O)Nc3ccccc3)n2C)cc1,12,103,104,107,13,3,99,13,105,102,-7

# Record cards, as listed above.
# `CSc1nc(N)c(C#N)c(-c2ccccc2Cl)c1C#N` is listed with Mcl1 Noxa PPI: 3; HRas wt GTP bind: ?; Cdc42 wt GTP: ?; Rac1 wt GTP bind: ?; Avidin fluor: 8; GSH fluor: 29; Rab7 wt GTP bind: ?; Pf gamet viab: .; Rab2 wt GTP: ?; Rac1 act GTP bind: ?; Mcl1 Bid PPI: 15
# `Clc1ccccc1CSc1nncn1NC/C=C/c1ccccc1` is listed with Mcl1 Noxa PPI: 21; HRas wt GTP bind: 102; Cdc42 wt GTP: 100; Rac1 wt GTP bind: 103; Avidin fluor: 12; GSH fluor: 18; Rab7 wt GTP bind: 101; Pf gamet viab: -46; Rab2 wt GTP: 99; Rac1 act GTP bind: 100; Mcl1 Bid PPI: 5

# The listing continues:
Compound,Mcl1 Noxa PPI,HRas wt GTP bind,Cdc42 wt GTP,Rac1 wt GTP bind,Avidin fluor,GSH fluor,Rab7 wt GTP bind,Pf gamet viab,Rab2 wt GTP,Rac1 act GTP bind,Mcl1 Bid PPI
O=C(CC1C(=O)NCCN1CC1CCCCC1)NCc1ccc(Cl)cc1 (stereo not given),1,97,99,99,13,15,97,-3,95,96,-26
CC(C)CC(=O)N1CCN(S(=O)(=O)c2ccccc2)CC1,-9,98,95,103,10,31,101,-11,100,97,-35
O=C(O)C1CCC(=O)N1C1CCCC1 (stereo not given),15,103,104,101,11,16,101,-9,103,98,-6
O=C1CN(C(=O)c2ccc(Br)o2)C(c2ccccc2)c2cc(F)ccc2N1 (stereo not given),1,98,99,100,4,17,96,.,98,96,-14
COc1ccc(NC(=O)Nc2ccc(N(C)C)cc2)cc1,-16,101,105,106,14,25,98,8,101,101,-43
CCCOP(=O)(c1ccc(N(C)C)cc1)C(O)c1cccnc1 (stereo not given),21,101,102,102,35,17,101,.,101,99,-23
O=C(N/N=C/c1cccc([N+](=O)[O-])c1)c1cccc2cc[nH]c12,13,98,98,99,10,13,99,-19,98,96,-9
CS(=O)(=O)c1ccc(C(=O)N2CCN(Cc3ccccc3)CC2)cc1,-3,97,98,98,10,16,103,-12,98,94,-14
COC(=O)C1=C(N)Oc2cc(C)n(CC3CCCO3)c(=O)c2C1c1ccccc1 (stereo not given),24,99,103,104,13,31,102,.,99,103,-47
CCCCn1c(NC(=S)Nc2ccccc2)nc2ccccc21,-50,101,98,100,15,22,102,5,100,101,-83
O=C(NC(=S)Nc1ccc(Cc2ccncc2)cc1)c1ccccc1Cl,6,101,100,103,13,20,102,-23,101,99,-18
Cc1ccc(N(CC(=O)NCC2CCCO2)S(C)(=O)=O)cc1Cl (stereo not given),-6,97,96,93,16,25,93,.,96,94,9
CCOC(=O)CC1C(=O)NCCN1S(=O)(=O)c1ccc(C)cc1 (stereo not given),3,98,95,100,9,24,105,1,98,95,-17
Nc1c(S(=O)(=O)c2cccc(Cl)c2)c2nc3ccccc3nc2n1CCN1CCOCC1,-147,103,105,104,11,25,101,.,98,99,-7
CCOC(=O)c1ccc(N2C(=O)CC(C3CCCO3)C2=O)cc1 (stereo not given),16,100,102,103,17,28,100,.,100,100,-20
O=C(CSc1nnc(-c2ccc(F)cc2)c2ccccc12)Nc1ccccc1,22,99,101,103,11,10,97,8,99,99,11
CC1CC(C)(C)NCCNC(C)CC(C)(C)NCCN1 (stereo not given),7,102,105,104,9,22,101,-23,102,100,-37
COC(=O)c1cc2sc(Cl)cc2n1CC(=O)Nc1ccc(OC)c(OC)c1OC,5,101,100,101,14,20,101,.,103,101,1
COc1ccc2nc(C)cc(SCC(=O)N/N=C/c3ccc(O)c(O)c3)c2c1,54*,72*,69*,79*,9,7,91,-79,68*,82,-32
CCC(=O)Nc1ccccc1C(=O)N1CCN(Cc2ccccc2)CC1,-8,103,100,106,16,36,102,20,101,98,9
FC(F)(F)c1cccc(NC(=S)NCC(c2cccnc2)N2CCOCC2)c1 (stereo not given),11,98,98,101,17,16,103,.,99,98,-33
O=C(CC(c1ccccc1)c1ccccc1)N1CCN(c2ccccn2)CC1,-9,94,93,94,10,10,98,5,95,92,-19
Cn1cc(C(=O)NCN2CCCCC2)c2ccccc21,-8,104,100,99,13,8,107,.,105,96,-22
O=C(CCSc1ccccn1)c1ccccc1,-5,98,91,97,9,13,101,-16,96,93,-46
O=C(O)CNc1nc(-c2ccccc2)nc2ccccc12,0,96,98,95,15,29,97,-6,95,93,1

Compound,Mcl1 Noxa PPI,HRas wt GTP bind,Cdc42 wt GTP,Rac1 wt GTP bind,Avidin fluor,GSH fluor,Rab7 wt GTP bind,Pf gamet viab,Rab2 wt GTP,Rac1 act GTP bind,Mcl1 Bid PPI
Cc1oc(-c2ccccc2Cl)nc1Cn1cccc1C1=NC(c2ccccc2)CO1 (stereo not given),0,100,103,104,14,25,97,1,99,97,6
COC(=O)CC(=O)N1CCN(c2ccc(Cl)c(Cl)c2)CC1,3,96,96,96,9,26,100,0,97,94,-26
CCCNC(=O)c1ccc(OC)cc1OC,-7,96,95,96,11,30,101,-7,97,97,-3
CCC(C)c1ccc(NC(=O)c2cnn3c(C(F)F)cc(C)nc23)cc1 (stereo not given),-3,95,95,95,8,15,96,2,96,94,-17
CNC(=O)c1sc(-c2cccs2)nc1C,12,95,90,95,17,20,99,19,93,96,-28
COc1cccc(Nc2ncccc2C(=O)O)c1,6,102,106,108,26,14,105,.,103,102,0
CCOC(=O)N/N=C/C(Cl)=C/c1ccccc1,-25,98,96,97,24,12,101,-12,98,96,-1
CCOc1ccccc1NC(=O)c1cccc(S(=O)(=O)N(Cc2ccccc2)c2ccccc2OC)c1,-7,99,103,107,18,9,100,10,100,101,-12
CCOC(=O)c1cn(Cc2cccc(Cl)c2)nn1,9,100,99,101,2,11,100,15,99,100,-11
FC(F)Oc1ccc(-c2csc(=Nc3cccnc3)n2CC2CCCO2)cc1 (stereo not given),22,98,96,100,7,10,102,-1,100,98,-7
C/C(=N\N=C1\NC(=O)CS1)c1cccs1,10,100,100,101,11,9,107,.,101,98,-3
Cc1ccc(S(=O)(=O)N2CCCCC2)cc1NC(=O)CSc1ncn[nH]1,-8,98,96,98,7,15,103,8,98,97,-1
Cc1nc2ccccc2n1C(=O)c1ccccc1[N+](=O)[O-],-1,101,105,103,15,12,95,-6,103,103,52*
CCN(CC)CCOc1cccc(C(C)C)c1,19,97,99,99,12,27,96,.,98,98,38
O=C(CSc1nncs1)N1c2ccccc2Sc2ccccc21,7,97,98,94,25,11,95,.,95,94,-39
C#CCSc1ncc(S(=O)(=O)c2ccccc2)c(=O)[nH]1,8,95,93,97,23,12,95,12,93,93,13
O=C(c1cc(Cl)ccc1[N+](=O)[O-])n1cnc2ccccc21,0,102,105,108,13,10,96,-34,100,101,-12
CS(=O)(=O)N1CCc2cc(C(=O)Nc3ccccc3)ccc21,-9,95,97,99,12,14,95,-27,100,95,-15
O=C(O)/C=C/C(=O)NC1CC1,27,99,101,106,10,11,106,-10,102,99,8
